Screening data as filed in PubChem BioAssay.
HT1080NT lethal: kills 2HG-producing HT-1080-NT fibrosarcoma cells; 360,000 compounds, 1.6% hits; HT-1080-NT fibrosarcoma viability, CellTiter-Glo ATP luminescence, 48 h; AID 686970; Potency, µM (doses to about 46.1 µM), without a hit: top-dose activity, negative = less viability, usual class: cytotoxic;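 also: NT is the 2HG producing partner of a matched IDH1 knockdown line; potency is read from the fitted curve at half-maximal effect; 0% = DMSO-treated cells and -100% = media-only wells without cells; nearly all actives have a fitted effect of over 55% in size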
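Viability by CellTiter-Glo luminescence after 48 h compound exposure at 37C of HT-1080-NT cells (750/well, RPMI, 5% FBS). % activity scaled between DMSO wells and medium-only wells, then curve-fitted and categorized by curve class.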
IL1B secr inh: inhibitors of inflammasome signaling (IL-1 beta secretion) | THP-1 LPS/ATP IL-1B secretion, AlphaLISA, 16 h; active compounds read low | AID 743279 | activity change, % at 57.5 µM | 360,000 compounds, 4.7% hits; in the data active = activity change below about -50%; inconclusive = mostly about -30% to -49%; also: % is scaled to controls: 0 for no effect and ±100 for the full control effect
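Secreted IL-1B measured by AlphaLISA bead assay after 16 h compound exposure of THP-1 cells; compounds (final up to 57.5 uM) added 1 h before LPS (250 ng/mL) and ATP (1.25 mM) stimulation; lower signal means less secretion.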
KB-3-1 cytotox: KB-3-1 parental cell cytotoxicity | KB-3-1 viability, CellTiter-Glo ATP luminescence, 72 h | Potency, µM (titrated, usually from 46.1 µM), inactives show top-dose activity change, negative = cytotoxic, most hits filed as cytotoxic | 400,000 compounds, 1.4% hits | AID 1347075; also: potency is read from the fitted curve at half-maximal effect; % is scaled to controls: 0 for no effect and ±100 for the full control effect; nearly all actives have a fitted effect of over 60% in size
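Here the drug-naive KB-3-1 line serves as comparator for MDR sub-line selectivity; cells received compound titrations, 72 h at 37 °C, then CellTiter-Glo readout.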
SW480 rerep: DNA re-replication induction in SW480 cells; SW480 DNA re-replication, Hoechst DNA content imaging, 48 h; Potency, µM (titrated, usually from 46.1 µM), for inactives: at the highest dose re-replication activation, hits mostly activators; 340,000 compounds, 1.8% hits; also: potency is read from the fitted curve at half-maximal effect; % of control where 0% means no effect; nearly all actives have a fitted effect of over 55% in size
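Image-based DNA-content assay: after two days of treatment, nuclei were labelled with the DNA dye Hoechst and imaged, and hits were compounds raising the count of nuclei showing high fluorescence intensity.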
DRD3 agonist: agonists of human D3 dopamine receptor; 410,000 compounds, 0.58% hits; D3R DiscoveRx beta-arrestin cells, luminescence, 90 min; max activation, %; in the data active = max activation above about 30%; also: 0% is about no effect; mostly tested at two doses, the higher about 12 µM
Target sequence (P35462 whole entry, looked up): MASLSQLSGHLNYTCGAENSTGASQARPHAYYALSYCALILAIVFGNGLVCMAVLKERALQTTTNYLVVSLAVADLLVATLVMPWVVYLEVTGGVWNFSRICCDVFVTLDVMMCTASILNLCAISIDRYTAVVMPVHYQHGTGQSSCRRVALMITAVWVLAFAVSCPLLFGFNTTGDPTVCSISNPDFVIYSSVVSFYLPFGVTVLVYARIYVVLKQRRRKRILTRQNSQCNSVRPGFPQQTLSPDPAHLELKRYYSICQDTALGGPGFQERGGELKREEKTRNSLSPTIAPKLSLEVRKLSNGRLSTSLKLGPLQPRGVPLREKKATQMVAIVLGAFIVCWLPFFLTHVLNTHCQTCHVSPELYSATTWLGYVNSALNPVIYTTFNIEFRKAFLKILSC
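Agonist-mode cell screen: cells plated at 1500/well and incubated overnight at 37 °C, then exposed to library compounds for 90 min at 37 °C. Detection reagent was added for 30–60 min at room temperature, and luminescence was read.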
MCF10A rereplic: induces DNA re-replication in MCF 10a normal breast cells; MCF 10A DNA re-replication, Hoechst nuclear intensity, 48 h; AID 624296; Potency, µM (titrated, usually from 46.1 µM), without a hit: at the top dose activity, positive = re-replication, hits mostly activators; 350,000 compounds, 2.9% hits; also: potency is read from the fitted curve at half-maximal effect; % of control where 0% means no effect; nearly all actives have a fitted effect of over 50% in size
GLP1R cytotox: cytotoxicity counter-screen for GLP-1 receptor inverse agonists. HEK293 cAMP-luciferase reporter cells, luminescence, 24 h. AID 624418. Potency, µM (highest dose often 38.3 µM), for the others: top-dose activity change, negative = inhibition, actives largely listed as inhibitors. 410,000 compounds, 0.13% hits;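 also: loss of luciferase light is scored as toxicity; potency is read from the fitted curve at half-maximal effect; % is scaled to controls: 0 for no effect and ±100 for the full control effect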
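Here, cytotoxicity is scored as loss of luminescence. The MLSMR collection was tested on cells seeded in medium containing 10% Nu serum, with a 24 hr compound exposure preceded by 12 hours of culture.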
HT1080 IDH1KD tx: kills HT-1080 cells with IDH1 knockdown; AID 686971; 360,000 compounds, 2% hits; Potency, µM (highest dose often 46.1 µM), without a hit: top-dose activity, negative = toxicity, usual class: cytotoxic; HT-1080 IDH1 knockdown viability, ATP luminescence, 48 h;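 also: potency is read from the fitted curve at half-maximal effect; 0% = DMSO wells and -100% = cell-free medium wells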
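In this qHTS, HT-1080 cells depleted of IDH1 are exposed for 48 h at 37 °C to compound titrations. Toxicity is scored from CellTiter-Glo luminescence, with DMSO as full viability and medium alone as none.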
KB-V1 cytotox: kills drug-selected multidrug resistant KB-V1 cells; KB-V1 MDR cells viability, CellTiter-Glo, 72 h; 400,000 compounds, 3.4% hits; Potency, µM (titrated, usually from 46.1 µM), without a hit: top-dose activity change, negative = cytotoxicity, actives largely listed as cytotoxic; AID 1347076; also: potency is read from the fitted curve at half-maximal effect; % is scaled to controls: 0 for no effect and ±100 for the full control effect; nearly all actives have a fitted effect of over 60% in size
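qHTS viability screen in drug-selected KB-V1 MDR cells: 72 h compound treatment at 37 degrees C, ATP luminescence end point.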
* marks the source's active call; other numbers are inactive results; ? = inconclusive; . = not tested or not shown; & = joins results of further samples; [ ] = dose if it differs, or a comment. Unless noted, calls follow the shape of the dose curve; as a rule, active = well fitted curve in the direction sought with a large enough effect; inconclusive = small, poorly fitted or top-dose-only effect, or another doubt; inactive = no such curve, though single readings can be large; an effect the other way counts as inactive or inconclusive.

smiles,HT1080NT lethal,IL1B secr inh,KB-3-1 cytotox,SW480 rerep,DRD3 agonist,MCF10A rereplic,GLP1R cytotox,HT1080 IDH1KD tx,KB-V1 cytotox
Cc1ccc(NS(=O)(=O)c2cc(NC(=O)c3ccc4c(c3)NC(=O)CS4)ccc2Cl)c(C)c1,?,?,?,-7%,-4,-12%,?,?,?
Cc1c(C(C)(C)C)c(C=S)n2ccccc12,7%,0,-4%,-18%,-3,14%,5%,4%,?
CC1=NN(c2ccccc2)C(=O)C1=C(C)C,-6%,1,0%,-10%,2,0%,-9%,0%,14%
O=C(O)c1ccccc1CSC1=NCCS1,1%,7,2%,1%,0,-6%,1%,5%,5%
COc1ccc(CN(C(=O)c2cc3ccccc3oc2=O)C2CCS(=O)(=O)C2)cc1 (stereo not given),10%,8,9%&15%,-8%,25&-3,0%,-16%&0%,4%,3%&4%
CSc1ccc(Cn2c(C)c(C(=O)NCc3cccc(C)c3)sc2=O)cc1,-9%,-65*,-23%,.,-1,.,8%,?,9.2µM*
Cc1ccc(OCC(=O)NC2=NCCS2)cc1,-6%,-8,-15%,15%,-11,35%,-2%,2%,0%
CC(=O)Nc1ccc(C(=O)NCCc2ccccc2)cc1,21%,3,5%,-1%,-7,-3%,9%,27%,?
O=C(c1cc(C2CC2)on1)N1CCN(c2ccccc2)CC1,2%,41,8%,-11%,3,-7%,-2%,-1%,23%
Cc1cc(C(=O)OCC(=O)Nc2ccc(F)cc2)c(C)o1,16%,-17,21%,-9%,12,2%,-5%,9%,1%
CCNC(=O)C1CCCN(c2nc(C)cc(C)n2)C1 (stereo not given),-24%,0,-5%,-32%[inhibitor],1,-7%,2%,7%,1%
O=S(=O)(c1cccnc1)N1CCCC(Nc2ccc(F)c(F)c2)C1 (stereo not given),-6%,12,2%,.,-4,.,1%,-1%,?
C[C@@H]1CN([C@H](C)CO)C(=O)CCCn2nncc2CO[C@@H]1CN(C)C(=O)Cc1ccccc1,15%,0,30%,.,1,.,3%,18%,24%
CCOC(=O)c1cc(-c2ccccc2)nn1CC1CC(c2ccc(Cl)cc2)=NO1 (stereo not given),0%,-3,-7%,10%,0,27%,?,7%,?
CCc1ccccc1NC(=O)[C@H](Cc1ccccc1)N1Cc2ccccc2C1=O,.,.,14%,.,8,.,0%,.,-12%
Nc1cc(=O)[nH]c(SCC(=O)Nc2ccc(S(=O)(=O)N3CCCC3)cc2)n1,14%,-9,15%,-20%,9,-28%,-2%,3%,2%
COc1ccc(CC(=O)NCc2cccs2)cc1OC,7%,10,5%,-4%,-2,0%,-9%,7%,18%
O=C1CC(c2nc(-c3ccccc3)no2)CN1c1ccc2c(c1)OCCO2 (stereo not given),.,.,-2%,.,9,.,1%,.,14%
Cc1cccc(NC(=O)CSc2c3c(nc4ccccc24)CCC3)n1,?,-6,1%,-3%,6,13%,-18%,?,1%
COCCn1c(=NC(=O)CCS(=O)(=O)c2ccccc2)sc2cc(C(=O)OC)ccc21,2%,1,10%,-6%,2,-7%,1%,8%,-11%
c1csc(-c2cnc3ccccc3n2)c1,1%,-15,0%,-2%,0,582%[0.0737 µM],0%,28%,20%
Oc1c(Br)cc(Br)cc1CNc1nccs1,-14%,10,29%,-15%,6,11%,4%,-16%,?
CCOC(=O)C1=C(C)NC(=O)NC1c1ccc(Br)o1 (stereo not given),17%,-11,-3%,4%,-13,0%,14%,13%,5%
CN(C)S(=O)(=O)c1ccc(N2CCCC2)c(C(=O)Nc2nc3c(ccc4ccccc43)s2)c1,-6%,-8,1%,16%,0,?,0%,-3%,-10%
CN1C(=O)c2ccc(C(=O)Nc3cccnc3)cc2C1=O,8%,7,2%,-7%,4,6%,-7%,5%,10%
Cc1oc(-c2ccc(Cl)cc2)nc1CS(=O)CC(=O)NCCc1ccccc1 (stereo not given),.,.,4%,.,-5,.,2%,.,2%
COc1ccc2c(c1)c(=O)c(C(=O)c1ccc(Cl)cc1)cn2CC(=O)Nc1ccc2c(c1)OCO2,.,.,7%,.,4,.,3%,.,26%
COc1ccc(CNC(=O)c2sc(=O)n(Cc3ccc(-c4ccccc4)cc3)c2C)cc1OC,-11%,-13,?,.,21,.,2%,?,9.2µM*
S=C(NC1CCCCC1)N1CCN(C/C=C/c2ccccc2)CC1,-1%,-51*,0%,0%,3,?,-13%,-4%,-14%
Cc1ccc(CNC(=O)CO/N=C/c2ccc3c(c2)OCO3)cc1,5%,26,3%,1%,2,?,-21%,0%,0%
OC1CCCN(Cc2ccc3ccc4cccc5ccc2c3c45)C1 (stereo not given),?,-69*,1%,0%,-16,?,-26%,?,3%
CCN(C(N)=S)c1ccccc1,0%,7,-9%,-6%,9,-3%,-12%,1%,-7%
CC(=NNc1nc2ccccc2s1)c1ccncn1,?,-94*,7.3µM*,?,-9,7.3µM*,-40%,?,?
COc1cc(C(=S)N2CCCC2)cc(Cl)c1OCC(=O)Nc1ccc(C)cc1C,-17%,-16,-2%,18%,14,?,0%,-13%,5%
CC(=O)n1cc(/C=C2/N=C(c3ccccc3)OC2=O)c2ccccc21,7%,22,14%,0%,1,-3%,14%,0%,0%
COc1ccc(Cn2nnc3ccccc32)cc1,-1%,30,1%,5%,-1,-9%,-13%,1%,15%
O=C(NCCCN1CCN(c2ccccc2)CC1)c1nnc(Cc2ccc(F)cc2)o1,.,.,-11%,.,14,.,-14%,.,-2%
CC(C)(C)NC(=S)NCc1ccncc1,0%,-4,-13%,-1%,-3,-1%,1%,19%,-11%
CCOc1ccc(OCCC(=O)N2CCc3cc(OC)c(OC)cc3C2)cc1,4%,-5,8%,-2%,7,6%,-6%,3%,?
COCOCCn1cc(CN2CCS(=O)(=O)N(Cc3ccc(-c4cccc(CO)c4)cc3)C(CC(C)C)C2=O)nn1 (stereo not given),6%,7,28%,.,1,.,2%,9%,-11%
Cc1c(C=NCCOCc2ccccc2)cnn1C,13%,13,-1%,-2%,2,-9%,-9%,11%,6%
CC1(C)CC(O)CC(C)(C)N1CC(O)COCCOc1ccc(Br)cc1 (stereo not given),-5%,-9,-11%,-5%,-6,-1%,10%,-14%,?
Cc1ccc(S(=O)(=O)N2CCCc3cc(NC(=O)c4cccc(Cl)c4)ccc32)cc1,.,.,-22%,.,-1,.,-2%,.,2%
Cc1ccc(OCc2ccc(C(=O)Nc3cc(C)on3)o2)c([N+](=O)[O-])c1,?,36,-7%,3%,-8,8%,2%,?,2%
NS(=O)(=O)c1cccc(NC(=S)NCc2ccc3c(c2)OCO3)c1,13%,6,-14%,-11%,-11,-18%,22%,5%,-19%
CCc1ccccc1NC(=O)CCC(=O)c1cccs1,-9%,20,-8%,29%,-16,3%,-2%,0%,0%
COC(=O)C1=C(C)N(CCCC(=O)O)C(=O)NC1c1ccc([N+](=O)[O-])cc1 (stereo not given),0%,19,24%,5%,-3,-13%,-4%,3%,?
CCCCN(CC)C(=O)c1oc2ccc(S(=O)(=O)N3CCCC3)cc2c1C,-2%,4,0%,0%,0,6%,-2%,-12%,-7%
COc1ccc(N(C(=O)/C=C/c2ccccc2)C2=CC3CCC(C2)N3C)cc1 (stereo not given),?,?,-16%,2%,-5,24%,?,0%,-9%
COC(=O)c1sccc1NC(=O)Nc1cccc(OC)c1,7%,-8,27%,-14%,6,6%,-3%,3%,?
Nc1cccc(C2=Nc3cccc4cccc(c34)N2)c1,-9%,-9,-5%,-7%,2,2%,-17%,-6%,8%
COc1ccccc1N1C(=O)CC(N2CCc3ccccc32)C1=O (stereo not given),-5%,0,-3%,-27%,-3,8%,17%,-5%,4%
COc1ccc(-n2cnc3scc(-c4ccc(OC)c(OC)c4)c3c2=O)cc1,-5%,-15,7%,?,1,?,20%,0%,-18%
O=C(c1ccc(OC2CCN(C/C=C/c3ccc(F)cc3)CC2)cc1)N1CCCCC1,-13%,-64*,.,7%,-24,?,?,-5%,.
Cc1ccc(NC(=O)COCC(=O)Nc2ccc(C)cc2)cc1,1%,-8,-2%,7%,-4,13%,4%,1%,1%
N#CC1=C(SCc2ccccc2)NC(=O)CC1c1ccccc1 (stereo not given),-10%,?,2%,6%,-2,2%,11%,-14%,-23%
COc1ccccc1/C=C/C=c1\sc2nc(=O)c(Cc3ccccc3)nn2c1=O,3%,0,-4%,-5%,-12,1%,-9%,-1%,-8%
CCc1nc2ccc(C(=O)N3CCCCC3)cn2c1N(C)CCCc1ccccc1,6%,18,0%,.,1,.,0%,3%,1%
CCOc1cc(/C=N/NC(=O)COc2ccc(Cl)cc2)ccc1OS(=O)(=O)c1ccccc1,-23%,17,-18%,14%,-5,?,-8%,?,?
COc1ccccc1C1CC(c2ccc(NS(C)(=O)=O)cc2)=NN1C(=O)c1ccccc1 (stereo not given),-1%,-15,2%,-4%,-5,7%,6%,1%,-14%

3 structures already listed, sorted by length of the SMILES, rising.
smiles,HT1080NT lethal,IL1B secr inh,KB-3-1 cytotox,SW480 rerep,DRD3 agonist,MCF10A rereplic,GLP1R cytotox,HT1080 IDH1KD tx,KB-V1 cytotox
OC1CCCN(Cc2ccc3ccc4cccc5ccc2c3c45)C1 (stereo not given),?,-69*,1%,0%,-16,?,-26%,?,3%
COc1ccc(N(C(=O)/C=C/c2ccccc2)C2=CC3CCC(C2)N3C)cc1 (stereo not given),?,?,-16%,2%,-5,24%,?,0%,-9%
COCOCCn1cc(CN2CCS(=O)(=O)N(Cc3ccc(-c4cccc(CO)c4)cc3)C(CC(C)C)C2=O)nn1 (stereo not given),6%,7,28%,.,1,.,2%,9%,-11%
